SKN-1 block: blocks SKN-1 activity in C. elegans. inhibition, % at 21.8 µM. C. elegans VP596 Pgst-4::GFP/RFP ratio, acrylamide-induced, 24 h. 360,000 tested, 0.49% active;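 active means interference check ratio from 0.5 to 1.5 plus GFP to RFP signal ratio inhibition reaching or exceeding a fixed threshold, cut at about 30% in these data, passing the limit was not always enough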; further: some compounds called inactive have numbers as strong as hits
CendR NRP1 mod: alters CendR peptide binding to human NRP-1; O14786; FAM-RPARPAR peptide binding to NRP-1, fluorescence polarization; inhibition, % at 25 µM; 360,000 tested, 0.85% active;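 active means inhibition or corrected inhibition above about 18%, plus a signal ratio from 0.5 to 1.5, limit read from the data, passing the limit was not always enough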; further: strong numbers were not always called active
Rin1-Abl PPI inh: blocks binding of human Rin1 to Abl. TR-FRET Rin1/Abl binding, biochemical. 360,000 tested, 0.4% active. inhibition, % at 7.35 µM; in the data active means inhibition above about 5%, passing the limit was not always enough
MT1-MMP act inh: blocks activation of human MT1-MMP. GFP/RFP ratio change, % at 20 µM. HT1080 RFP-PRO-GFP cells, GFP/RFP ratio fluorescence, overnight; percent of plate control window, DMSO zero. 360,000 tested, 0.061% active. AID 651647. P50281;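 active means GFP/RFP ratio change of at least 30% with cell ATP level not reduced by more than half and red fluorescence within 50% of control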; further: strong numbers were not always called active
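Test system: HT1080 RFP-PRO-GFP cells; Benchmarks: DMSO and RFP-L50D-GFP cell wells; Timing: cells overnight before dosing, compound overnight, 37 °C, 5% CO2; Compound: one 20 µM compound dose with 1% DMSO; Read-out: GFP/RFP fluorescence ratio.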
bovine MsrA act: bovine methionine sulfoxide reductase A activation | purified bovine MsrA, absorbance read-out | activation, % at 10.6 µM | 360,000 tested, 0.3% active | AID 602163; in the data active means activation above about 7.5%;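 further: 0% = vehicle and 100% = reference activator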
FAS-TE inh: FAS thioesterase (human) inhibition. 360,000 tested, 0.67% active. inhibition, % at 15 µM. AID 602261. P49327. recombinant FAS-TE, OMFH fluorogenic substrate, fluorescence endpoint;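 active means compounds whose normalised, plate-corrected inhibition of enzyme fluorescence in the single-dose primary screen is 50% or more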;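 further: 0% = DMSO with enzyme and 100% = substrate without enzyme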
MLLE-PAM2 inh: blocks PAM2 peptide binding to the PABP1 MLLE domain; inhibition, % at 20 µM; 360,000 tested, 0.36% active; AID 588489; GST-MLLE / FITC-PAM2 fluorescence polarization; P11940; in the data active means inhibition above about 35%, passing the limit was not always enough;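 further: plate controls were DMSO wells with GST-MLLE for no effect and wells lacking GST-MLLE protein for full effect; some results filed as inactive read as strong as hits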
eLon inh: inhibitors of E. coli Lon protease | P0A9M0 | purified E. coli Lon protease, fluorescence polarization | inhibition, % at 7.94 µM | 360,000 tested, 0.42% active | AID 602123; in the data active means inhibition above about 13%, passing the limit was not always enough;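 further: 0% = enzyme with probe and DMSO and 100% = no enzyme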
Neddyl block: inhibitors of human cullin neddylation; TR-FRET cullin neddylation, biochemical; P61081+Q13564; 360,000 tested, 0.58% active; calls only at 25 µM; in the data active means inhibition above about 36%
The depositor's hits bear a star; i = inactive; nt = not tested or not shown. An unsorted share of the library; any-hit rate near 4%.

molecule,SKN-1 block,CendR NRP1 mod,Rin1-Abl PPI inh,MT1-MMP act inh,bovine MsrA act,FAS-TE inh,MLLE-PAM2 inh,eLon inh,Neddyl block
CC(C)(C)NC(=O)C1c2ccccc2OCC(=O)N1Cc1ccccc1 (configuration not stated),-9,-1,nt,2,-11,-10,nt,-11,i
O=C1Nc2ccccc2SC1c1ccccc1 (configuration not stated),2,1,3,1,-1,-4,-1,-8,i
COc1ccc(N2CCN(S(=O)(=O)/C=C/c3ccccc3)CC2)cc1,1,4,4,0,-3,0,1,-1,i
Cn1cc(C(=O)Nc2ccc(Cl)cc2)c(C(F)(F)F)n1,0,5,1,4,-3,1,1,8,i
CC(C)(C)NC(=O)CN(Cc1cccs1)C(=O)CCN1CCc2ccccc21,4,13,1,26,-3,3,25,2,i
COC(=O)c1sccc1NC(=O)C1C2C=CC(O2)C1C(=O)O (configuration not stated),-23,-1,-4,-3,-2,-6,15,4,i
COc1ccc(OC)c(NC(=O)CNC(=O)Cn2cnc3sc(C)cc3c2=O)c1,10,10,2,2,-2,-2,4,-2,i
CC(NC(=O)c1cccnc1)C(c1cccs1)N1CCN(C)CC1 (configuration not stated),7,2,-1,-2,-4,-5,-4,-11,i
COC(=O)CN(c1ccc(Cl)cc1C)S(C)(=O)=O,9,14,3,-3,-4,-9,4,1,i
CCc1ccc(NC(=O)C(=O)NCCN2CCN(Cc3ccc([N+](=O)[O-])cc3)CC2)cc1,-7,-20,-3,2,-1,2,3,-10,i
CC1CCC2(CC1)NC(CO)(CO)CO2 (configuration not stated),3,0,6,1,4,-5,12,-3,i
N=c1sccn1CC(=O)Nc1cc(S(=O)(=O)N2CCCCC2)ccc1Cl,5,-8,-2,8,-3,-23,-3,-7,i
CSc1ccc(CNCCN2CCOCC2)cc1,-1,13,3,3,0,-3,15,-5,i
Cc1ccccc1NC(=O)Cn1nc(C)n2cccc2c1=O,18,8,0,-3,-2,-4,0,-2,i
Cc1ccc(NC(=O)c2cc(C(C)(C)C)nn2Cc2ccccc2)cc1,0,13,0,-5,7,23,2,13,i
O=C(CSc1nnc(-c2cccnc2)n1Cc1ccco1)Nc1nc(-c2ccc(F)cc2)cs1,5,-5,-1,-16,-1,8,-4,2,i
Cc1cc(NC(=O)CCN2C(=O)/C(=C\c3ccccc3)SC2=S)no1,-10,8,-2,-1,-8,-1,2,-1,i
Cc1nc(-n2nnc3ccccc32)c2c3c(sc2n1)CCCC3,-16,2,-2,-6,0,21,1,-10,nt
Cc1ccc(S(=O)(=O)N2CCN(S(=O)(=O)N3CCC(C)CC3)CC2)c(C)c1,-4,5,0,3,0,1,-1,-2,i
COCCOC(=O)CSc1ncccc1-c1nc2cc(C)c(C)cc2[nH]1,-9,2,0,-4,-13,-9,-2,-9,nt
CC(C)C(c1nnnn1C1CCCCC1)N1CCOCC1 (configuration not stated),0,-13,4,1,-4,-7,-3,-16,i
O=C(c1cc(N2C(=O)C3C4CCC(C4)C3C2=O)ccc1Cl)N1CCCCCC1 (configuration not stated),-1,-20,-1,2,-2,-6,-5,0,i
Cc1cccc(NC(=O)c2cccc(C(=O)Nc3cccc(C)c3C)n2)c1C,-6,-6,-1,1,-3,22,13,0,nt
COc1cccc(N2C(=O)C3ON(c4ccccc4)C(c4cccs4)C3C2=O)c1 (configuration not stated),5,-15,3,-1,-8,8,-1,-7,i
CC(C)OC(=O)N(C)C[C@@H]1OCc2cnnn2CCCC(=O)N([C@H](C)CO)C[C@@H]1C,-2,-14,0,1,-3,-4,-5,-8,i
Clc1ccc(OCCCNCc2ccccc2)c(Br)c1,6,2,4,1,-2,-2,1,1,i
CCC(=O)Oc1ccc2c(c1)OC1(OC(C)=O)OC(C)CC1=C2C (configuration not stated),-16,10,-3,-1,-15,-6,-8,17,nt
CCCOc1ccc(F)cc1-c1cc(C(=O)Nc2ccc(OC)c(OC)c2)[nH]n1,11,-6,-4,1,-1,15,10,10,i
O=C(OCCc1cc2ccccc2c(=O)o1)c1ccc2c(c1)OCO2,-1,-2,3,3,0,21,-22,2,i
COc1ccc(C(=O)c2[nH]c(N)c(C(=O)NCCc3c[nH]c4ccccc34)c2-c2ccccc2Br)cc1,14,-6,nt,-1,-4,2,nt,-3,i
O=C(O)c1ccc(CN2CCOCC2)o1,8,6,4,3,-4,-5,-2,-9,i
Clc1ccc(-n2nnnc2Sc2ncnc3sccc23)cc1,-2,-14,-4,-5,-6,29,-112,6,i
O=C(N[C@@H](Cc1ccccc1)C(=O)CCl)OCc1ccccc1,-22,-4,1,-3,-2,40,16,3,i
N#Cc1ccc(N2C(=O)[C@@H]3C(C(=O)C(c4ccccc4)c4ccccc4)=NN[C@@H]3C2=O)cc1,-1,-9,3,1,-14,-26,11,-16,i
O=C(Nc1ccccc1Cl)NC1(C(=O)N2CCCC2)CCCCC1,2,6,1,2,3,-3,4,-10,i
CCOC(=O)c1ccc(N/C(=N\S(=O)(=O)c2ccc(F)cc2F)c2ccccc2)cc1,11,12,-1,1,-4,23,-4,-4,i
COc1ccc(S(=O)(=O)n2[nH]c(=O)c(CCO)c2C)cc1,-17,11,-1,-3,-5,-7,-2,-1,i
COCCNc1c(-c2cc3ccc(C)c(C)c3[nH]c2=O)nc2ccccn12,5,1,-7,5,-10,-3,1,6,i
O=C(CN1CCC(C(=O)O)CC1)Nc1ccccc1Oc1ccccc1,-6,-5,3,-2,0,-3,2,7,i
COc1ccccc1CCn1cnc(Cc2ccccc2)c1C(C)C,14,-12,nt,-2,-2,-3,nt,-7,i
Cc1ccc(S(=O)(=O)N(C)c2ccc(C(=O)Nc3cccnc3)cc2)cc1,5,3,-1,-2,-2,5,-4,-27,i
CC(OC(=O)CCN=C1NS(=O)(=O)c2ccccc21)C(=O)Nc1ccc(F)c(F)c1F (configuration not stated),-1,-12,1,4,-8,1,-5,-9,i
COc1ccc(N2CCN(C(=O)NC3CC(=O)N(c4ccc(OC)cc4)C3)CC2)cc1 (configuration not stated),7,3,-1,2,-11,-6,-2,3,i
CCOC(=O)C1=C(C)NC2=C(C(=O)CCC2)C1c1ccc(N(C)C)cc1 (configuration not stated),5,-20,1,-11,-3,-5,-1,-7,i
NS(=O)(=O)c1ccc(CCNC(=O)COC(=O)Cc2ccc(Cl)cc2)cc1,-5,5,-3,-1,-2,-8,-11,-8,i
CCCNC(=O)c1cc(S(=O)(=O)N2CCc3ccccc32)cn1C,8,1,0,-6,-1,-2,-8,5,i
CN(C(=O)c1cccc(NC(=O)Cc2cccc(NC(=O)C3CCN(C(=O)C4CCCCC4)CC3)c2)c1)C1CCC1,-5,-6,0,3,0,-4,-19,-3,i
O=C(CN1CCN(Cc2ccccc2)CC1)N1CCCc2ccccc21,-2,-12,-3,0,-6,-5,9,0,i
COC(=O)Nc1nc(C)c(C(=O)c2ccccc2)s1,15,2,-1,-1,-1,-4,6,6,i
CC(C)CC1Nc2ncnc(N3CCN(c4ccccc4)CC3)c2N(Cc2ccc(Br)cc2)C1=O (configuration not stated),8,4,0,-12,1,42,9,-23,i
COCCNC(=O)C(c1ccc(F)cc1)N(Cc1ccco1)C(=O)CCC(=O)Nc1ccccn1 (configuration not stated),-1,3,2,2,0,-6,4,-5,i
CCC1=NN2C(=N)/C(=C/c3ccc(OS(=O)(=O)c4ccccc4)c(OC)c3)C(=O)N=C2S1,-4,-10,-1,1,1,-3,15,-7,i
N=C(N)SCc1ccccc1Cl,7,5,-4,0,-1,-14,-5,-1,i
O=C1C=C(c2cccc(Cl)c2O)C[C@@H](c2ccc(F)cc2)C1,18,-10,0,0,-1,17,-2,-14,i
Clc1ccccc1NN=Cc1ccccn1,15,4,-6,2,0,3,5,1,i
COc1cc(OC)c2c(-c3cccc(-c4ccc(NC(C)=O)cc4)c3)cc(=O)oc2c1,-22,-6,-4,0,-2,14,6,-6,i

Bioassay records from PubChem.
